TDP43 rescue – rescues yeast growth from TDP-43 toxicity | TDP-43 expressing yeast growth rescue, BacTiter-Glo, 24 h | Potency, µM (highest dose often 46.1 µM), for inactives: at the top dose growth rescue (activation), usual class: activators | hit rate 1.8% among 410,000 | AID 652104; further: % of control where 0% means no effect; nearly all actives have a fitted effect of over 50% in size
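Yeast expressing TDP-43 (pregrown in raffinose, seeded at OD600=0.02 in galactose medium) exposed to compounds 24 hr at 30 deg C. Growth read by BacTiter-Glo luminescence; rescue of toxicity appears as increased signal.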
PTHR1 ag – PTHR1 (human) receptor agonism. Q03431. HEK293 GP2 PTHR1 cells, GloSensor cAMP luminescence, 1 h. Potency, µM (highest dose often 115 µM), without a hit: top-dose activation, actives largely listed as activators. hit rate 0.075% among 410,000; further: nearly all actives have a fitted effect of over 55% in size; some results filed as inactive show a strong effect at the top dose; inactives centre near -15; many of its hits are not listed in these tables
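HEK-293-derived GP2 cells expressing PTHR1 and a GloSensor cAMP reporter, 3,000/well, plated overnight, given luciferin plus IBMX (each 0.5 mM as added) for 1 h at 37 °C, then compound for 1 h at 37 °C. Luminescence was read after 15 min at room temperature.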
aSyn rescue – rescues yeast growth from alpha-synuclein toxicity. Yeast expressing alpha-synuclein, growth rescue, BacTiter-Glo, 24 h. hit rate 0.14% among 370,000. AID 652106. Potency, µM (highest dose often 46.1 µM), inactives show at the highest dose growth rescue (activation), actives largely listed as activators; further: % of control where 0% means no effect; nearly all actives have a fitted effect of over 65% in size
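Readout is rescue of growth in alpha-synuclein-expressing yeast, so inhibitors of toxicity appear as activators. Growth after 24 hr at 30 deg C in galactose medium is quantified by luminescence.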
EPAC2 antagonist – blocks human EPAC2 exchange factor. Q8WZA2. EPAC2 GEF exchange of Rap1B-BODIPY-GDP, fluorescence. Potency, µM (doses to about 114 µM), for inactives: at the top dose activity, negative = inhibition, usual class: inhibitors. hit rate 0.18% among 360,000. AID 720708; further: on the % scale 0 is the no-effect control and ±100 the full control effect; nearly all actives have a fitted effect of over 45% in size; many of its hits are not listed in these tables
EPAC1 agonist – activates human EPAC1 exchange factor | O95398 | hit rate 0.073% among 360,000 | Potency, µM (top dose mostly 154 µM), for inactives: at the top dose activation, most hits filed as activators | AID 720707 | EPAC1 agonist qHTS, biochemical assay; response scale: 100% = response to 6.5 mM cAMP; further: nearly all actives have a fitted effect of over 60% in size
Target sequence (O95398 whole entry, looked up): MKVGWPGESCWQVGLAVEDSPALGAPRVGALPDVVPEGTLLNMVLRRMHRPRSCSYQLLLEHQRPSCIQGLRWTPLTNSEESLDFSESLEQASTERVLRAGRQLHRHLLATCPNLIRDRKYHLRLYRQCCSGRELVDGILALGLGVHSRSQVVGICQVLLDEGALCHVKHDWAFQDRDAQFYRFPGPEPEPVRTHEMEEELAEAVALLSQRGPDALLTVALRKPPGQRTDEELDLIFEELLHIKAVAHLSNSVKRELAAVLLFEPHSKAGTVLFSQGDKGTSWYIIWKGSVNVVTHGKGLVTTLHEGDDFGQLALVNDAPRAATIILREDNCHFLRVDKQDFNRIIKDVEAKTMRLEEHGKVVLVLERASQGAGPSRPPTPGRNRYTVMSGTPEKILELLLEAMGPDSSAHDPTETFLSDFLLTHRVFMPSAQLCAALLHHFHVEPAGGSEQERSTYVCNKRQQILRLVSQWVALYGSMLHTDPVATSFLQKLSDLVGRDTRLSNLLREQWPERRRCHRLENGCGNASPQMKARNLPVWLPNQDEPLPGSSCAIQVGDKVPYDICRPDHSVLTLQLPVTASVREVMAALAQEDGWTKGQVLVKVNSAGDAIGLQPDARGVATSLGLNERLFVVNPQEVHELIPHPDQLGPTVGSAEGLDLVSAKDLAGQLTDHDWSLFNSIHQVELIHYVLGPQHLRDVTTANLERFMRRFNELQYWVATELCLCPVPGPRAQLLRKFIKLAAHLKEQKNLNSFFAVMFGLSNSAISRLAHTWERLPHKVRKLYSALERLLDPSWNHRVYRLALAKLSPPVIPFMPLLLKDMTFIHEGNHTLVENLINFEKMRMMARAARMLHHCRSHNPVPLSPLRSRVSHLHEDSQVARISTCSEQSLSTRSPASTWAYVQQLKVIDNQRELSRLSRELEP
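Read-out is the fluorescence drop as BODIPY-GDP leaves Rap1B (480 nm excitation, 540 nm emission), recorded every 5 minutes over 30 minutes. Reactions held 100 nM EPAC1, 250 nM Rap1B–BODIPY-GDP and 50 uM GDP, with 6.5 mM cAMP setting full activation.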
EPAC2 ag – EPAC2 (human) agonism; Q8WZA2; EPAC2 activation, biochemical qHTS; response scale: 100% = 6.5 mM cAMP response; Potency, µM (titrated, usually from 154 µM), for inactives: at the highest dose activation, hits mostly activators; hit rate 0.079% among 360,000; further: nearly all actives have a fitted effect of over 50% in size
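Nucleotide exchange monitored as fluorescence drop when BODIPY-GDP leaves Rap1B. Reaction: 100 nM EPAC2, 250 nM RAP1B-BODIPY-GDP, 50 uM GDP, room temperature, kinetic read over 30 min. Activity expressed relative to 6.5 mM cAMP.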
FUS suppressor – suppressors of FUS proteinopathy in yeast; S. cerevisiae FUS-expressing, growth rescue, OD600, 24 h; hit rate 0.24% among 390,000; Potency, µM (titrated, usually from 76.6 µM), for the others: at the highest dose growth rescue (activation), most hits filed as activators;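 further: plate controls were DMSO vehicle for no effect and reference control for full effect; nearly all actives have a fitted effect of over 55% in size; some results filed as inactive show a strong effect at the top dose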
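Read-out: OD at 600 nm after 24hr at 30C, reporting rescue of FUS-induced yeast toxicity. Cells at OD 0.005 in galactose (2%) minimal medium; compounds tested in a dilution series; CP55940 titration from 92uM final as control.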
EPAC1 antag – blocks human EPAC1 exchange factor | O95398 | hit rate 0.14% among 360,000 | EPAC1 GEF assay, Rap1b-BODIPY-GDP exchange fluorescence | Potency, µM (doses to about 115 µM), for the others: top-dose activity change, negative = inhibition, actives largely listed as inhibitors;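 further: plate controls were vehicle for no effect and positive control for full effect; nearly all actives have a fitted effect of over 50% in size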
An asterisk follows results filed as active; i = inactive; ? = inconclusive; / = no result given; & = joins results of further samples; [ ] = remark or other dose. The call rests on the fitted dose curve; in most records, active means well fitted curve in the direction sought with a large enough effect; inconclusive means small, poorly fitted or top-dose-only effect, or another doubt; inactive means no such curve, though single readings can be large; an effect the other way counts as inactive or inconclusive. Potency means the concentration at half of the fitted maximal effect.

mol | EPAC1 agonist | FUS suppressor | EPAC2 ag | EPAC2 antagonist | EPAC1 antag | aSyn rescue | TDP43 rescue | PTHR1 ag
CCOC(=O)c1ccc(NC(=O)CSc2nc3c(c(=O)n2CC)SC(C)C3)cc1 (centres undefined) | 8% | 36% | 11% | -7% | -14% | -17% | 14% | -23%
CCN1CCN(C(CC(C)C)c2nnnn2CS(=O)(=O)c2ccc(C)cc2)CC1 (centres undefined) | 4% | 2% | 7% | -3% | -22% | 3% | 11% | i
O=C(CCS(=O)(=O)c1ccccc1)Nc1nc2ccc(F)cc2s1 | -14% | 14% | -1% | 16% | 9% | -4% | -1% | -16%
C=CCN(c1ccccc1OC)S(=O)(=O)c1ccc(Cl)c(C(=O)NCc2ccco2)c1 | 2% | 9% | 14% | -20% | -5% | 2% | 10% | i
Cc1ccc2oc3ccccc3c(=O)c2c1 | 6% | -7% | -3% | -13% | -1% | 0% | ? | -63%[inhibitor]
N#Cc1cccc(S(=O)(=O)N2CCN(c3ccnc4cc(Cl)ccc34)CC2)c1 | -9% | 31% | 10% | -8% | 0% | -1% | 10% | -28%
CCC1(c2ccccc2)NC(=S)N(c2cccc(C)c2C)N1 (centres undefined) | -4% | 2% | -5% | 9% | -18% | -13% | ? | i
CCC(=O)Nc1ccc2c(c1)C(=O)N(C1CCCCC1)C2=O | 0% | 7% | -3% | 7% | 19% | -42%[inhibitor] | 2% | -2%[57.5 µM]
O=C1OCCC1Sc1nnc(-c2ccc(Cl)cc2)n1Cc1ccccc1 (centres undefined) | 1% | 12% | 8% | 0% | 21% | 11% | 11% | -29%
O=C(Nc1cc(Cl)ccc1N1CCOCC1)c1cnccn1 | 0% | 17% | 3% | 15% | 10% | 0% | -20% | i
NC(=O)CCCSc1nc2ccccc2[nH]1 | -5% | 9% | -2% | 13% | 0% | 1% | -13%[9.22 µM] | i
O=C(CCS(=O)(=O)c1ccccc1)Nc1nc2c(s1)CCCC2 | 8% | -10% | -1% | 0% | 2% | 2% | 20% | -30%[inhibitor]
Cc1cc(C(=O)NC2Cc3ccccc3C2)c(C)o1 | 7% | 12% | 14% | 1% | -5% | -2% | -2% | -19%
COc1ccc2c(c1)CCCC2=O | -3% | -9% | 5% | -8% | 3% | -4% | -11% | i
COc1cccc(CN2CCC2(C)C(=O)NCCc2ccccn2)c1OC (centres undefined) | 4% | -21% | 5% | 4% | 3% | -2% | ? | -23%
COc1ccc(OC)c(NC(=O)CCc2c(C)nc3c(c(C)nn3C(C)(C)C)c2C)c1 | / | -3% | / | / | / | 2% | 12% | -33%[inhibitor]
COc1ccc(Cn2nnnc2C(c2cccs2)N2CCOCC2)cc1 (centres undefined) | -3% | -4% | ? | -3% | -7% | 9% | 9% | i
COc1ccc(Br)cc1CNc1ccccc1 | 13% | -5% | 19% | -25% | -12% | 1% | -3% | -46%[inhibitor]
Cc1cc(C)n2ncc(C(=O)NCCc3ccccc3)c2n1 | 15% | 18% | 7% | -6% | -18% | 1% | -2% | i
CCOc1ccc(C)cc1S(=O)(=O)Nc1ccc(Cl)cn1 | 1% | 7% | -6% | -6% | 18% | 2% | -15% | -8%[57.5 µM]
Cc1cccc(NC(=S)NC(=O)c2ccc(Br)o2)c1C | -12% | -25% | 0% | 17% | 8% | 16% | 6% | i
O=C(O)c1ccccc1Sc1ncnc2sccc12 | 2% | 2% | -7% | -6% | -7% | 1% | -3% | i
Cc1cc(C)n2c(Nc3ccc4c(c3)OCCO4)c(CC(C)C)nc2n1 | -13% | 4% | 0% | 3% | 3% | -10% | 21% | -34%[inhibitor]
COc1ccc(CNC(=O)CNC(=O)[C@@H]2Cc3ccccc3CN2)cc1 | 10% | -2% | 1% | -9% | 17% | -3% | -2% | i
CCCS(=O)(=O)N1CCN(Cc2ccccc2[N+](=O)[O-])CC1 | 5% | 5% | 5% | 1% | -18% | 0% | -16% | -18%
COc1ccc(C2(CNC(=O)Cc3ccc(OC)c(OC)c3)CCOCC2)cc1 | 3% | 4% | 1% | 8% | -3% | -15% | 0% | i
Cc1ccc(-c2cc(C(=O)NCCCN3CCOCC3)c3ccccc3n2)cc1 | -9% | 8% | -7% | 12% | 4% | 1% | 6% | i
Cc1cc2ncc(C(=O)N=CN(C)C)cn2n1 | -4% | -10% | 5% | 1% | -8% | -5% | -9% | i
CC(NC(=O)COc1ccccc1)C(=O)OCC(=O)c1cc2ccccc2o1 (centres undefined) | -3% | 17% | 2% | 20% | 1% | -6% | -14% | i
NS(=O)(=O)c1cccnc1Nc1ccc(Cl)c(Cl)c1 | 1% | 9% | 17% | -7% | -4% | 0% | ? | i
O=C1CN(C(=O)CSc2ccc(-c3ccc(F)cc3)nn2)c2ccccc2N1 | -5% | 10% | 10% | 5% | -12% | 1% | 0% | -17%
COc1ccc2c(c1)C(C)(CCN)C(=O)N2C (centres undefined) | 7% | -17% | 2% | 19% | -3% | / | / | 1%
O=C(NCc1ccccc1)c1ccc([N+](=O)[O-])cc1 | -12% | -24% | 0% | 10% | -23% | 1% | 18% | i
Cc1nc2ccc(NS(=O)(=O)c3ccccc3F)cc2s1 | 11% | -21% | 11% | 0% | -7% | 5% | 29% | -38%[inhibitor]
O=C(COc1ccc(Cl)cc1[N+](=O)[O-])NC1CCCCC1 | -1% | -36% | 3% | -15% | -9% | -1% | 26% | -91%[inhibitor]
NC(=O)CN1C(=O)C(=O)N(Cc2cccc(C(F)(F)F)c2)C1=O | -2% | -15% | 2% | 3% | 0% | 2% | 8% | i
COc1ccc(CC2(CO)CCN(Cc3cnn(-c4ccccc4OC)c3)CC2)cc1 | 4% | -1% | 10% | -4% | 2% | -8% | 9% | -18%
COc1cc(C(=O)N(C)C2CCCCC2)ccc1OC1CCN(C(C)=O)CC1 | 19% | -11% | 13% | 6% | 11% | 5% | 10% | -9%
CC12CCC(=O)C=C1CCC1C2C(O)CC2(C)C1CCC21OCC1=O (centres undefined) | 6% | -1% | 1% | -3% | -9% | 8% | 13% | -10%
Cc1cc(NC(=O)CN(C)S(=O)(=O)c2cccc(Cl)c2)no1 | -1% | 2% | 2% | 2% | 0% | 1% | 6% | i
Cc1oc2c(c1C(=O)NCc1cccnc1)C(=O)c1ccccc1C2=O | -1% | -20% | 12% | 2% | 1% | 11% | 35µM* | -14%
COCCCn1c(C(=O)N2CC(C)OC(C)C2)cc2c(=O)n3cccc(C)c3nc21 (centres undefined) | -1% | -3% | -3% | 10% | 10% | 9% | -6% | -7%
Cc1cc(C)nc(NNC2=CC(=O)CC(C)(C)C2)n1 | -7% | 34% | 0% | 4% | 7% | -1% | -5%[9.22 µM] | -20%
CCCCCCCCN1CC(Cc2cc3ccccc3c3ccccc23)N(c2ccccc2)c2ccccc2C1=O (centres undefined) | -13% | -10% | -1% | 2% | 7% | -6% | 23% | -3%
Cc1cccc(NC(=O)c2ccc(Cl)nc2)n1 | 0% | 19% | 10% | 10% | -5% | -3% | 8% | i
CC1=CC2=NC(=O)CC(C)(C(=O)N(CC(=O)NC3CCCC3)c3ccccc3C)N2C=C1 (centres undefined) | -3% | -4% | -1% | 13% | 2% | -1% | 15% | i
O=C(NCc1ccc(F)cc1)C1CCCN(C(=O)NCc2ccccc2)C1 (centres undefined) | -2% | 11% | 8% | 9% | 8% | 2% | 6% | -14%
O=C(NCc1ccccc1)c1ccc(CS(=O)Cc2ccc(Cl)cc2)o1 (centres undefined) | -1% | 21% | -1% | -6% | ? | 0% | -10% | -24%
CCc1nnc(N/N=C/c2ccc(-c3ccc([N+](=O)[O-])cc3)o2)n1N | 5% | 15% | 0% | 1% | 1% | -15% | 25% | i
O=C(CSc1nnc(Nc2ccccc2F)s1)Nc1cccc(S(=O)(=O)N2CCCCC2)c1 | 12% | ? | 24% | -8% | ? | -4% | 1% | -32%[inhibitor]
COc1ccc(N(CC(=O)N2CCN(c3ccccc3F)CC2)S(=O)(=O)c2c(C)n[nH]c2C)cc1 | -11% | 36%&41% | 9% | 2% | 13% | 9% | -20%[1.82 µM] | -5%&-3%
COc1ccc(C(=O)NC2CCCCCC2)cc1S(=O)(=O)N1CCCc2ccccc21 | -3% | 14% | 4% | 3% | 1% | 4% | 4% | -12%[57.5 µM]
Cc1nc2sccn2c1P(c1c(C)nc2sccn12)c1c(C)nc2sccn12 | 4% | -12% | 6% | 9% | 10% | 4% | -16% | -14%[57.5 µM]
CCOC(=O)C1=C(N)n2c(s/c(=C\c3ccco3)c2=O)=C(C(=O)OC(C)C)C1c1ccco1 (centres undefined) | -13% | 54% | 4% | -14% | -14% | 7% | 4% | ?
Cc1ccc(C(CC(=O)N2CCCCC2)c2ccccc2)c(O)c1C (centres undefined) | 4% | -2% | 18% | -14% | 3% | 11% | 16% | i
COc1cccc(CC(=O)N2CCC(n3nccc3NC(=O)C3CC3)CC2)c1 | -7% | 5% | 10% | 6% | 2% | 0% | 19% | -7%
COc1ccc(OC)c(Cc2nnc(CCC(=O)NCc3ccc(C)s3)o2)c1 | -13% | 1% | -10% | -1% | 16% | 2% | -4% | ?
S=C(Nc1ccccc1)N1CCN(C2CCCCC2)CC1 | -1% | 13% | 6% | -5% | -15% | -5% | -18% | i
Nc1cc(C(=O)OCC(=O)NNC(=O)c2ccccc2)ccc1Cl | -59%[inhibitor] | -1% | 0% | 0% | -4% | 1% | 17% | -8%
O=C(Cc1ccccc1)Nc1nnc(-c2cccc([N+](=O)[O-])c2)s1 | 2% | / | 6% | 2% | 6% | -6% | 6% | -25%

(next part)
mol | EPAC1 agonist | FUS suppressor | EPAC2 ag | EPAC2 antagonist | EPAC1 antag | aSyn rescue | TDP43 rescue | PTHR1 ag
Cc1ccccc1NS(=O)(=O)c1ccc(OCC(=O)NCc2ccco2)cc1 | -6% | -12% | -5% | -3% | -6% | -1% | -1% | -19%
CC(C)(C)c1csc(NC(=O)Cc2cccs2)n1 | -2% | 1% | 2% | -3% | 3% | -22% | ? | -34%[inhibitor]
Cc1cc(NC(=O)Cn2cc([N+](=O)[O-])cn2)n(Cc2ccc(F)cc2)n1 | 8% | 11% | 5% | -6% | -6% | 4% | -15% | i
Cc1cc(Nc2ccccc2C(=O)O)n2ncnc2n1 | 1% | -12% | 13% | 4% | -7% | 1% | 0% | -14%

Full records from above. Order of screens: EPAC1 agonist, FUS suppressor, EPAC2 ag, EPAC2 antagonist, EPAC1 antag, aSyn rescue, TDP43 rescue, PTHR1 ag
Cc1cc(Nc2ccccc2C(=O)O)n2ncnc2n1 reads 1%, -12%, 13%, 4%, -7%, 1%, 0%, -14%
Cc1cc(NC(=O)Cn2cc([N+](=O)[O-])cn2)n(Cc2ccc(F)cc2)n1 reads 8%, 11%, 5%, -6%, -6%, 4%, -15%, i

Some of the compounds tested, so the mix of outcomes need not match the whole.
